SIAE inh = inhibitors of human sialic acid acetylesterase SIAE; Q9HAT2; SIAE FP-Rh probe binding, fluorescence polarization; inhibition, % at 9.66 µM; actives 0.69% (n = 370,000);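 active = inhibition above a cutoff: mean of compounds within the control limits plus 3 SD of those, cut at about 17% in these data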;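 note: 0% = plate median of compound wells and 100% = probe without SIAE protein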
MBD2 DNA inh = inhibitors of human MBD2 binding to methylated oligonucleotide | Q9UBB5 | TR-FRET | inhibition, % at 4.4 µM | actives 0.31% (n = 370,000) | AID 686964; in the data active = inhibition above about 13%
TCR-CD3 inh = inhibitors of human TCR-CD3 interaction | TAMRA-labeled TCR probe fluorescence, biochemical | inhibition, % at 9.4 µM | actives 0.37% (n = 360,000) | AID 651800; in the data active = inhibition above about 19%;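 note: recombinant mutant TCR 2C K166C tagged with TAMRA read by polarization; 0% = receptor in buffer alone and 100% = receptor with positive control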
PRMT1 inh = blocks human protein arginine methyltransferase 1; recombinant PRMT1, activity-based probe fluorescence polarization; inhibition, % at 2.79 µM; actives 1.3% (n = 370,000); AID 652257;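 active = inhibition above about 21% made by adding two undisclosed values, limit read from the data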
Target sequence (Q99873 whole entry, looked up): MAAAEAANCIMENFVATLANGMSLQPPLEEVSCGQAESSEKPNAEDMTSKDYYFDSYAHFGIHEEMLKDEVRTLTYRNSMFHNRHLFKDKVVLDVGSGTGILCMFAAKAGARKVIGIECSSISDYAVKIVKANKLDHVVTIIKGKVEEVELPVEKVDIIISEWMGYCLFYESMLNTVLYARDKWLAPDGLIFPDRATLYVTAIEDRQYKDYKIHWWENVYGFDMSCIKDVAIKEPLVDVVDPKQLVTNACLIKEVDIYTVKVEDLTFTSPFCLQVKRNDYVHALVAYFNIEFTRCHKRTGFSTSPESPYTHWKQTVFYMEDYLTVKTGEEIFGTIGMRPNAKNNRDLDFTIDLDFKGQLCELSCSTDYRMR
GC-B act = GC-B (human) receptor activation. HEK293-GC-B cells, CNP EC30, cGMP TR-FRET; 0% at EC30 CNP, 100% saturating CNP. activation, % at 10 µM. actives 0.11% (n = 370,000). AID 1920062;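 active = activation at 10 µM reaching about 35% in either raw or pattern-adjusted values, limit read from the data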
ABHD4 inh = inhibitors of mouse ABHD4; Q8VD66; purified mABHD4, FP-Rh probe fluorescence polarization; inhibition, % at 8.92 µM; actives 0.54% (n = 370,000); AID 720543;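 active = inhibition exceeding the mean over every tested compound plus 3 SD, cut at about 30% in these data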;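 note: 0% = plate median of compound wells and 100% = S159A mutant with DMSO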
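Assay system: wild-type mouse ABHD4 protein; compound: single nominal dose of 8.92 µM, 0.89% DMSO final; schedule: 45 min + 60 min at 25 °C; measured by: FP readout, ex 525 nm / em 598 nm; evaluation: % inhibition of FP-Rh probe binding versus controls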
LEDGF integ inh = blocks HIV-1 LEDGF/p75-dependent DNA integration; TR-FRET IN-LEDGF/p75 DNA integration, Eu/Cy5; inhibition, % at 3.7 µM; actives 0.64% (n = 370,000); AID 743269;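 active = inhibition above the screen-wide mean plus 3 SD, cut at about 13% in these data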;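 note: signal is the Cy5 over europium emission ratio at 671 and 618 nm; 0% = plate median of compound wells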
rCAG RNA binder = molecules binding r(CAG) RNA repeats; r(CAG) RNA repeat, TO-PRO-1 dye displacement fluorescence; inhibition, % at 3 µM; actives 1.3% (n = 370,000);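 active = inhibition above the plate cutoff, the mean of all test compounds on that plate plus 3 SD, cut at about 35% in these data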;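 note: 0% = DMSO alone and 100% = 100 µM mitoxantrone as full dye displacement; higher means more dye released from RNA so lower well fluorescence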
HTRA1 inhibitor = blocks human HTRA1 serine peptidase; Q92743; recombinant HTRA1, FP-rhodamine activity-based probe, fluorescence polarization; inhibition, % at 5.96 µM; actives 0.5% (n = 340,000); AID 504803; in the data active = inhibition above about 36%;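 note: 0% = enzyme with DMSO and 100% = wells lacking enzyme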
Target sequence (Q92743 whole entry, looked up): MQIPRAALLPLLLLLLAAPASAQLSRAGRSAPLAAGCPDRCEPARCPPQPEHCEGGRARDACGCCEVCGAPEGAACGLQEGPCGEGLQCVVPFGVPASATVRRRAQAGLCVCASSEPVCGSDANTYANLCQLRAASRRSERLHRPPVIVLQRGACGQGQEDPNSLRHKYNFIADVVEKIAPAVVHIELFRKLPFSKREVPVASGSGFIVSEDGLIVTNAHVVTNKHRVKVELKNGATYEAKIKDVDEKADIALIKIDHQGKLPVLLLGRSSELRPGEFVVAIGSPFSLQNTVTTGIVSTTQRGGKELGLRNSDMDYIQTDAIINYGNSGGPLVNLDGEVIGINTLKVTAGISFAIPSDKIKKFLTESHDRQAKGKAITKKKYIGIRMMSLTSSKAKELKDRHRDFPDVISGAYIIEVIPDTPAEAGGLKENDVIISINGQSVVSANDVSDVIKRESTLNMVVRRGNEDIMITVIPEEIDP
TDP2 absorb = blocks human TDP2 phosphodiesterase activity; O95551; inhibition, % at 12.8 µM; actives 0.34% (n = 370,000); recombinant TDP2, T5PNP hydrolysis, p-nitrophenol absorbance 415 nm;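 active = inhibition above the mean of all tested compounds plus 3 SD, set per campaign, cut at about 25% in these data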;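 note: 0% = DMSO with enzyme and 100% = buffer with substrate but no TDP2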
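Test system: Human TDP2 enzyme | Reagent: 5 mM T5PNP | Compound dosing: 12.8 µM single point, 1% DMSO | Incubation: Enzyme reaction with compound for 2 h at 37 °C | Technique: p-Nitrophenol epi absorbance | Read-out: % inhibition relative to enzyme-containing and enzyme-free wells | Benchmarks: High control without enzyme, low control DMSO plus TDP2 | Replicates: Singlicate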
Numbers without * were called inactive; nt = not tested or not shown. Only part of the results is shown; count on the stated rates, not on these rows.

Sample of the layout (3 entries):
SMILES	SIAE inh	MBD2 DNA inh	TCR-CD3 inh	PRMT1 inh	GC-B act	ABHD4 inh	LEDGF integ inh	rCAG RNA binder	HTRA1 inhibitor	TDP2 absorb
Cc1ccc(C(=O)OC(C)CN2CCN(C)CC2)cc1 (stereo unspecified)	1	2	9	1	-3	1	1	-4	8	2
COc1ccc(-c2cc(C(=O)NC(C)c3ccccn3)c3ccccc3n2)cc1OC (stereo unspecified)	-2	-2	-4	-3	8	2	0	2	-3	7
COc1ccc2[nH]c(C(=O)O)c(NS(=O)(=O)c3ccc(F)cc3)c2c1	5	0	3	1	5	3	-5	14	3	18

Results (from the top)
SMILES	SIAE inh	MBD2 DNA inh	TCR-CD3 inh	PRMT1 inh	GC-B act	ABHD4 inh	LEDGF integ inh	rCAG RNA binder	HTRA1 inhibitor	TDP2 absorb
Cc1ccc(C(=O)OC(C)CN2CCN(C)CC2)cc1 (stereo unspecified)	1	2	9	1	-3	1	1	-4	8	2
COc1ccc(-c2cc(C(=O)NC(C)c3ccccn3)c3ccccc3n2)cc1OC (stereo unspecified)	-2	-2	-4	-3	8	2	0	2	-3	7
COc1ccc2[nH]c(C(=O)O)c(NS(=O)(=O)c3ccc(F)cc3)c2c1	5	0	3	1	5	3	-5	14	3	18
O=C(Nc1ccccc1)OCc1cc(-c2ccccc2Cl)on1	-28	5	6	3	5	-32	-2	-1	-55	-6
Cc1cccc(NC(=S)NC(C)C(c2ccccc2)N2CCN(C)CC2)c1C (stereo unspecified)	6	-4	4	-9	-6	-2	2	-11	-2	-5
COc1cc(OC)cc(C(=O)NCCCCc2ccccc2)c1	-3	-1	-6	-2	0	-5	7	-4	-6	-22
Cc1cccc(/C=N/n2c(C)nc3ccccc3c2=O)c1	-1	5	-7	1	-5	3	-2	-4	3	0
COC(=O)[C@H]1[C@H](C(=O)OC)[C@@H](C(=O)OC)N(c2ccc(OC)cc2)[C@@H]1C(=O)OC	-9	2	3	-3	3	-3	2	0	1	-16
O=C1NC(c2ccc3c(c2)OCO3)Nc2ccccc21 (stereo unspecified)	1	2	8	-4	-1	-2	3	-2	3	3
CC(C)CCC(CC(C)O)C(=O)NNC(=S)Nc1ccccc1 (stereo unspecified)	12	0	2	-1	3	4	2	-2	4	-6
Cn1c(O)c(/C=N/NC(=O)c2cc3ccccc3cc2O)c2ccccc21	23*	-3	50*	3	-4	40*	-6	95*	54*	-3
COc1cc(/C=N/NS(=O)(=O)c2ccc(C)c([N+](=O)[O-])c2)cc([N+](=O)[O-])c1O	-2	-6	-1	5	3	13	-3	11	8	10
Cc1cnc([N+](=O)[O-])n1CCOC(=O)NC(=O)c1ccccc1Cl	0	3	1	-4	0	-1	2	-2	4	6
COc1cc(C(Nc2ccccn2)c2c(NC(=O)c3ccco3)sc(C)c2C)cc(OC)c1OC (stereo unspecified)	-4	2	-1	6	-13	-6	-4	10	0	-13
O=C(c1cc2cc(C(F)(F)F)ccc2s1)N1CCOCC1	-6	2	0	4	5	-2	1	1	-1	4
Cc1ccc(/C=N/NC(=O)c2c[nH]c3ccccc23)s1	-5	-3	2	-3	7	-16	1	4	-13	-6
CC(C)(C)c1ccc(CC(=O)N2CCC2(C)C(=O)NS(=O)(=O)c2ccc(Cl)cc2)cc1 (stereo unspecified)	6	-1	-2	-3	5	9	-1	37*	nt	0
O=C(O)/C=C/c1ccc(OCCCF)cc1	5	4	0	-2	0	-4	0	2	2	7
CCOC(=O)C1CCN(c2ccc(C(=O)O)cc2[N+](=O)[O-])CC1	1	-2	6	1	3	0	2	-2	0	0
COc1ccc(C(=O)NC(=S)NNC(=O)c2cnccn2)cc1OC	-7	4	-5	4	-4	12	-1	0	1	6
Cc1cccc(C)c1NC(=S)NNc1ncc(C(F)(F)F)cc1Cl	-1	-7	0	2	4	8	-2	0	3	-3
COC(=O)/C=C1\SC(=NC(=O)c2cccc([N+](=O)[O-])c2)NC1=O	2	4	-5	3	1	3	3	7	-28	8
CC1CC(CCC(=O)NC(=S)Nc2ccc(S(N)(=O)=O)cc2)C(=O)O1 (stereo unspecified)	0	-2	-4	-1	3	-1	-2	2	-3	-7
CC(=O)c1cc(C)c(OCc2cn(CC(=O)c3ccc(O)cc3)nn2)c(C)c1	5	9	0	1	1	-80	5	6	1	-4
COc1cc(C(=O)NNC(=O)c2ccccc2OCc2c(C)noc2C)cc(OC)c1OC	5	-5	8	-3	0	1	0	-1	1	-3
SMILES	SIAE inh	MBD2 DNA inh	TCR-CD3 inh	PRMT1 inh	GC-B act	ABHD4 inh	LEDGF integ inh	rCAG RNA binder	HTRA1 inhibitor	TDP2 absorb
c1ccc(-c2nnsc2-c2nc3ccccc3[nH]2)cc1	-5	-1	0	0	-4	2	0	-1	1	-13
CN(/C(=N/S(=O)(=O)c1cccs1)c1ccccc1)c1ccc(O)cc1	6	3	3	-3	0	-3	3	-1	6	16
Cc1ccc(/C(N)=N/OC(=O)COc2ccccc2Cl)cc1	0	8	1	0	-3	-14	5	-2	-21	8
O=C(NC1CCCC1)C(c1ccsc1)N(C(=O)Cc1cccs1)c1cccc(F)c1 (stereo unspecified)	-2	0	4	2	-4	-6	6	2	-5	5
O=C(NCC1CC1)Nc1ccccc1F	-3	-2	-2	1	-1	-1	6	-1	7	10
Cc1ccccc1C(=O)Oc1ccc(-c2csnn2)cc1	-3	-4	5	0	-3	-9	2	-2	-10	5
CC(NC(=O)CSc1nnc(-c2cccnc2)n1N)c1ccccc1 (stereo unspecified)	-3	3	-3	3	6	0	-3	-2	5	-3
C=CCNC(=O)c1onc(CSc2ccc(F)cc2)c1C(=O)NCCOC	4	1	5	-2	-4	4	0	-2	-3	7
Cc1cc(C)c(C(=O)N2CCCC(CNS(=O)(=O)c3cccs3)C2)o1 (stereo unspecified)	-1	1	-4	1	1	4	-8	-5	7	-6
COc1cc(NC(=O)C2CCCN2C(=O)C2CCC(C)CC2)cc(OC)c1OC (stereo unspecified)	-1	-3	-9	-1	5	2	-1	0	0	3
Cc1ccc(S(=O)(=O)NCCCCCC(=O)N(C)C)cc1	-12	9	-10	1	6	-11	4	1	1	-4
Cc1ccc(CSc2nnc(-c3ccccn3)n2N)cc1	-1	9	2	2	-4	5	-1	-6	nt	5
Cc1ccc(S(=O)(=O)N2CCCC(C(=O)N3CCN(C)CC3)C2)cc1 (stereo unspecified)	3	2	7	0	3	9	2	-2	-3	11
Cc1ccc(-n2c(=O)[nH]c3c(C(N)=O)nc(C(C)C)nc32)cc1	2	0	-3	-2	-13	0	-3	0	-3	2
Cc1cc(NC(=O)c2ccc(S(=O)(=O)N(C)C)cc2)n(-c2ccccn2)n1	-8	-1	7	-1	15	3	-6	1	3	-5
CCc1ccc([C@H]2[C@@H]3C(=O)C[C@@H]4C(=O)N(C5CCCCC5)C(=O)[C@@H]4[C@@H]3CN2S(=O)(=O)c2ccc(C)cc2)cc1	-8	3	-3	-5	-3	-17	1	10	nt	-11
CC(=O)c1cc2c(cc1NC(=O)CCc1ccccc1)OCO2	0	-6	-5	0	-5	-2	0	2	-7	8
CCOc1cccc2sc(=NC(=O)CCS(=O)(=O)c3ccc(F)cc3)n(C)c12	-3	0	6	-4	2	2	-3	-1	-7	0
COCCn1nnnc1C(c1cc2cccc(C)c2[nH]c1=O)N1CCN(c2ccccc2F)CC1 (stereo unspecified)	-1	-5	-6	13	1	4	-1	3	8	-19
Cc1cc(-c2cc(NC=O)c3ncc(-c4cccc(C(=O)NCCN(C)C)c4)n3c2)cc(C)c1O	3	-1	-10	2	-21	2	-3	12	nt	10
CC(C)(C)c1ccc(OCCC(=O)Nc2cccc(S(=O)(=O)N3CCCC3)c2)cc1	-53	0	0	-2	2	-50	1	9	-45	-12
COc1ccccc1C(=O)N/C(=C\c1ccc(Br)cc1)C(=O)NCCO	-3	-3	-4	1	9	-3	-2	3	-2	-13
COc1ccc(CNC(=O)c2ccc3nccnc3c2)cc1	-6	-7	-2	-1	-2	-4	2	3	3	-10
C=CCn1c(SCC(=O)N2CCOCC2)nc2ccccc2c1=O	-4	4	0	1	0	3	5	-1	-4	12
O=C(NCCc1ccccc1)c1nc(CS(=O)(=O)c2ccc(Cl)cc2)no1	3	-4	3	1	0	0	0	-1	-10	1
SMILES	SIAE inh	MBD2 DNA inh	TCR-CD3 inh	PRMT1 inh	GC-B act	ABHD4 inh	LEDGF integ inh	rCAG RNA binder	HTRA1 inhibitor	TDP2 absorb
CC1CCc2c(sc(NC(=O)c3c([N+](=O)[O-])cnn3C)c2C(N)=O)C1 (stereo unspecified)	7	-1	4	-2	-2	7	-2	1	1	-4
COc1ccc(CN2C(=O)c3cccc4cccc(c34)C2c2nc3ccccc3[nH]2)cc1 (stereo unspecified)	-9	0	0	-4	-7	-10	-4	13	nt	3
COC(CNC(=O)c1ccc2c(c1)ncn2-c1ccc(C)cc1C)OC	-1	0	2	0	5	2	1	-6	1	-7
CCOC(=O)c1cc2c(C(F)(F)F)cc(-c3cccnc3)nc2o1	-3	2	-2	1	-3	-7	1	0	5	9
CN1C(=O)c2ccc(NC(=O)CSc3ccccc3)cc2C1=O	-9	4	-9	2	-1	4	-5	1	-3	-3
O=C(CN1C(=O)CCS(=O)(=O)c2ccccc21)NCc1ccc2c(c1)OCO2	4	1	9	-1	3	5	-2	1	1	5
Clc1cccc2sc(N3CCN(c4ccccc4)CC3)nc12	6	0	-5	3	-7	2	-1	1	-6	-11
COc1ccc(Nc2oc(-c3ccc(F)cc3)nc2C#N)cc1	11	3	2	2	-3	1	-5	3	nt	2
O=C(NC1CCCCCC1)c1ccc(OCC2CCCO2)cc1 (stereo unspecified)	2	-1	2	-1	8	2	0	-4	4	3
CCOC(=O)C1CCN(S(=O)(=O)c2c(C(=O)N3CCCCC3)c(C)n(C)c2C)CC1	1	3	-10	-2	3	-5	0	-5	-2	-4
CCn1c(SCC(=O)C(C)(C)C)nnc1-c1cnccn1	-1	0	-1	1	1	0	-2	-5	3	10
Cc1nc2ncnn2c(N2CCCC(C(=O)Nc3ccc4c(c3)CCC4)C2)c1C (stereo unspecified)	4	-4	5	-2	-7	6	1	0	-1	9
O=C(Nc1cc2c3c(c1)CC(=O)N3CCC2)c1ccccc1Br	3	1	-1	0	3	2	5	1	4	-2
O=C(OCC(=O)N1CCCC1=O)c1ccc(F)c(S(=O)(=O)N2CCOCC2)c1	0	3	4	-1	0	-3	-2	-4	5	5
CC1(CNC(=O)C(=O)NCC2(C)CO2)CO1 (stereo unspecified)	-3	1	1	-2	2	1	-5	2	2	1
Clc1cccc(-c2cc3nc4c(c(N5CCOCC5)n3n2)CCCC4)c1	-4	6	-7	-2	-2	-8	2	5	-46	-6
Cc1[nH]c2ccccc2c1-c1nc(N)sc1C	6	0	-1	0	3	0	-3	3	11	5
